GALK inh: galactokinase (human) inhibition; P51570; Purified GALK, Kinase-Glo residual ATP luminescence; Potency, µM (titrated, usually from 57.5 µM), for the others: at the highest dose activity change, negative = inhibition, actives largely listed as inhibitors; 270,000 tested, 0.007% active; AID 1868; further: potency means the concentration at half of the fitted maximal effect; on the % scale 0 is the no-effect control and ±100 the full control effect
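5 nM enzyme, 35 uM ATP, 100 uM galactose, 20 mM HEPES pH8.0, 5 mM MgCl2; 1 h RT; residual ATP by Kinase-Glo Plus luminescence, qHTS format.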
KCNH2 WT inh: KCNH2 (human, wildtype) channel inhibition; U2OS, BacMam KCNH2, thallium flux FluxOr; active compounds read low; 340,000 tested, 0.37% active; activity change, % at 1.84 µM; Q12809;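 active means maximum activity change below -70%; inconclusive means maximum activity change between -70% and -50%; inactive means maximum activity change above -50%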; further: on the % scale 0 is the no-effect control and ±100 the full control effect
Target sequence (Q12809 whole entry, looked up): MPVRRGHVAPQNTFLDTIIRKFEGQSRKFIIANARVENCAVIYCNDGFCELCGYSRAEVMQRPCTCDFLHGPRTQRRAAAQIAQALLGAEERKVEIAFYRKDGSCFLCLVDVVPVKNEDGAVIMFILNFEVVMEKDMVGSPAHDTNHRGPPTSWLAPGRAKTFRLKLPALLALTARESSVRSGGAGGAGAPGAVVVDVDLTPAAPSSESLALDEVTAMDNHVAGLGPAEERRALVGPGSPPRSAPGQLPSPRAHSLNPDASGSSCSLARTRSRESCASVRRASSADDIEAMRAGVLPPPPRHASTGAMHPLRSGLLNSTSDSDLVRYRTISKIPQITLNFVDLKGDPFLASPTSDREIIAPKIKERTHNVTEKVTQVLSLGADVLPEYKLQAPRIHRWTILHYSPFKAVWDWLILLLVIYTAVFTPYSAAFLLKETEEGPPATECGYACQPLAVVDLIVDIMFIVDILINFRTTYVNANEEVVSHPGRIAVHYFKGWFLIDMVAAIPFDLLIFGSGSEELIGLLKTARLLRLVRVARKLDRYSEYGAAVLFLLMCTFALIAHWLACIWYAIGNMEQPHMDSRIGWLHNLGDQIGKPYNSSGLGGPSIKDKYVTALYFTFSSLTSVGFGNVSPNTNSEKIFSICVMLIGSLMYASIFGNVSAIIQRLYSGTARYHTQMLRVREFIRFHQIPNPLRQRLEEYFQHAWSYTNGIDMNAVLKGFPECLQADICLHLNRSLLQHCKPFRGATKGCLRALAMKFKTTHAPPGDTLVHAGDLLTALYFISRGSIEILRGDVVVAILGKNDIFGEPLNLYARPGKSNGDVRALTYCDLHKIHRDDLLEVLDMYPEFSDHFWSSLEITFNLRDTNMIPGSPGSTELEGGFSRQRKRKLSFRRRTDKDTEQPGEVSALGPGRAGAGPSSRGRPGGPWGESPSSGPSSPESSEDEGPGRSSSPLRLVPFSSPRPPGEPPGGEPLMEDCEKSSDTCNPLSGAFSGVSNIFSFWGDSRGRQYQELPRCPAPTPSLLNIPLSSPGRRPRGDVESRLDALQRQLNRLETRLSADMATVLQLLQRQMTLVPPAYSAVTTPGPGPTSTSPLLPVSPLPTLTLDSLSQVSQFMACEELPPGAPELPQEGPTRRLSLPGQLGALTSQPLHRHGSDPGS
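U2OS cells were transduced with wild-type KCNH2 virus (2.03 x 10^8 / mL) for 4 h at room temperature, then cultured overnight at 37 C. Thallium flux was read with FluxOr dye. Rate constants were normalized to DMSO controls.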
FBPA coupling cs: coupling enzyme interference in Giardia aldolase counter-screen. activity change, negative = inhibition, % at 58.2 µM, hits read low. 290,000 tested, 0.67% active. coupling enzyme system counterscreen, AmpLite Red fluorescence. AID 2472; in the data active means activity change below about -30%; further: on the % scale 0 is the no-effect control and ±100 the full control effect
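Fluorescence at 525 nm excitation and 598 nm emission measured inhibition of the coupled detection system without aldolase. Compounds (at 57.5 uM final) were preincubated 10 min at room temperature with coupling enzyme reagent before a 20 min substrate/AmpLite Red step.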
USP2a block: inhibitors of human ubiquitin-specific protease USP2a; O75604; USP2 core, Ub-CHOP2 coupled fluorogenic reporter, 485/531; Potency, µM (series often up to 38.3 µM), inactives show at the highest dose activity change, negative = inhibition, usual class: inhibitors; 330,000 tested, 0.01% active; AID 463254;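 further: potency means the concentration at half of the fitted maximal effect; plate controls were DMSO wells for no effect and full inhibition by NEM control for full effect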
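Cell-free coupled assay: 10nM USP2 core preincubated 30min RT with compound in Tris-HCl pH 8.0/CaCl2/CHAPS buffer, then 25nM Ub-CHOP2 and 25nM reporter substrate; fluorescence (Ex 485/Em 531) read after 60min RT, normalized to NEM inhibition, concentration-response curves fitted.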
B2AR arrestin: agonists driving beta-arrestin recruitment to human beta2-adrenergic receptor | beta-arrestin recruitment to beta2AR, cell-based reporter | Potency, µM (titrated, usually from 46.1 µM), inactives show at the highest dose activation, most hits filed as activators | 330,000 tested, 0.02% active;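 further: potency means the concentration at half of the fitted maximal effect; 0% = DMSO controls and full agonism = EC100 isoproterenol or metaproterenol; nearly all actives have a fitted effect of over 65% in size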
TRPV1 agonist: human TRPV1 agonism. AID 540275. 320,000 tested, 0.19% active. Q8NER1. activation, % at 8.33 µM. TRPV1-expressing cells, Fluo-8 calcium influx, agonist mode; in the data active means activation above about 80%; inconclusive means between about 30% and that limit; further: 0% is about no effect
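TRPV1-expressing cells were cultured overnight at 35.5C and loaded with Fluo-8 calcium dye for 40 to 90 min at room temperature. After a 10 s baseline, compound was added and calcium influx was read kinetically for 3 min (ex 480/em 520 nm).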
PKM2 act: activators of human pyruvate kinase M2; Potency, µM (series often up to 57.5 µM), without a hit: at the top dose activation, actives largely listed as activators; P14618; AID 1631; 260,000 tested, 0.34% active; purified PKM2, Kinase-Glo ATP luminescence, activation; response scale: 0% is enzyme alone, no compound; further: potency means the concentration at half of the fitted maximal effect; on the % scale 0 is the no-effect control and ±100 the full control effect; nearly all actives have a fitted effect of over 55% in size
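Kinase-Glo luminescence reports ATP generated from ADP (0.1 mM) and PEP (0.5 mM) by purified hPK-M2 after 1 h at room temperature, pH 7.2 imidazole buffer; intermediate enzyme activity allows detecting inhibitors and activators.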
MLL CXXC-DNA inh: blocks binding of human MLL CXXC domain to DNA. Q03164. AID 2662. Potency, µM (top dose mostly 115 µM), inactives show at the top dose activity change, negative = inhibition, usual class: inhibitors. MLL-CXXC / FITC-HOXA9 DNA fluorescence polarization. 290,000 tested, 0.037% active; active means well fitted inhibition curve with a large enough effect in the polarisation, with a control signal flat, not every such curve was filed as active; inconclusive means small, poorly fitted or top-dose-only effect, or effect the other way, or a change in a side signal; inactive means no such curve, though single readings can be large or run the other way; the % refers to the polarisation; further: potency means the concentration at half of the fitted maximal effect
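Fluorescence polarization: 7 uM MLL-CXXC (stock) preincubated 5 min with compounds, then 50 nM fluorescein-HOX-A9 DNA (stock) added; 30 min ambient. Buffer 50 mM Tris-HCl pH 7.5, 50 mM NaCl, 1 mM DTT, 0.05% BSA.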
KCNH2 3.1 inh: inhibitors of human KCNH2 3.1 potassium channel isoform. 340,000 tested, 0.95% active. U2OS KCNH2 3.1, thallium flux FluxOr; active compounds read low. activity change, % (tested at about 1.8 µM);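 active means maximum activity change below -70%; inconclusive means maximum activity change from -70% to -50%; inactive means maximum activity change above -50%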;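 further: thallium influx rate constant from kinetic fluorescence after stimulation buffer; on the % scale 0 is the no-effect control and ±100 the full control effect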
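FluxOr-based Tl+ influx in U2OS cells transduced with KCNH2 3.1 virus; rate constants normalized to DMSO controls.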
Menin-MLL TR inh: displaces Texas Red mutant MLL peptide from human menin; O00255; Menin + Texas Red MLL mutant peptide, fluorescence polarization; Potency, µM (top dose mostly 61.6 µM), inactives show at the highest dose FP activity change, negative = inhibition, hits mostly inhibitors; 270,000 tested, 0.23% active; AID 1768; active means well fitted inhibition curve with a large enough effect in the polarisation, with a control signal flat, not every such curve was filed as active; inconclusive means small, poorly fitted or top-dose-only effect, or effect the other way, or a change in a side signal; inactive means no such curve, though single readings can be large or run the other way; the % refers to the polarisation; further: potency means the concentration at half of the fitted maximal effect; % of control where 0% means no effect; many of its hits are not listed in these tables
Giardia kill: kills Giardia lamblia. Giardia lamblia trophozoite viability. activity change, % at 7.66 µM, hits read low. 340,000 tested, 0.15% active. AID 540267; in the data active means activity change below about -80%; inconclusive means between about -30% and that limit;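 further: parasites exposed to compound for two days anaerobically before the ATP read; on the % scale 0 is the no-effect control and ±100 the full control effect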
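Luminescence from cellular ATP indicates surviving trophozoites (100 cells/well) following 48 hrs anaerobic compound treatment at 37 deg C; signal develops 15-30 min at room temperature.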
Active calls of the source: *; ? = inconclusive; . = not tested or not shown; [ ] = another dose, or the depositor's remark. Unless noted, the call rests on the fitted dose curve; in most records, active means well fitted curve in the direction sought with a large enough effect; inconclusive means small, poorly fitted or top-dose-only effect, or another doubt; inactive means no such curve, though single readings can be large; an effect the other way counts as inactive or inconclusive. These rows are one share of the data; count on the stated rates, not on these rows.

no.	compound	GALK inh	KCNH2 WT inh	FBPA coupling cs	USP2a block	B2AR arrestin	TRPV1 agonist	PKM2 act	MLL CXXC-DNA inh	KCNH2 3.1 inh	Menin-MLL TR inh	Giardia kill
1	COc1cccc(OCc2nc(-c3ccc(Br)o3)no2)c1	1%	-17	-1	2%	-0.1%	4	.	-8%	-2	22%	-13
2	Cn1c(Cl)c(C(=O)Nc2ccccc2)c2ccccc21	-1%	-17	1	0%	-1.9%	6	-3%	3%	1	10%	0
3	COc1ccc(NC(=O)Cc2nnc(SCC(=O)NC3CCCC3)n2C)cc1	-4%	-7	1	2%	0.3%	4	.	5%	-13	?	8
4	O=C(O)/C=C\C(=O)NNC(=O)c1cc(-c2ccccc2)n[nH]1	-1%	0	2	-2%	-0.8%	.	11%	-4%	15	.	7
5	Cc1cc2ccccc2c(=O)n1CC(=O)Nc1ccc2c(c1)OCO2	-1%	-26	1	2%	-0.9%	1	-2%	4%	-4	7%	9
6	COC(=O)[C@H](Cc1ccccc1)NC(=O)N1CC(C)OC(C)C1 (stereo partly specified)	7%	-11	3	1%	0.3%	0	-5%	-4%	-6	10%	8
7	CC(C)OCCCNC(=O)C(=O)NCCCOC(C)C	-4%	-5	0	2%	-0.3%	.	3%	-11%	8	.	-7
8	CCOC(=O)C1=C(COC(=O)c2ccc3ccccc3c2O)NC(=O)NC1C (stereo unspecified)	.	-23	.	-10%	-0.7%	11	.	.	17	.	1
9	CN(CC(=O)Nc1cccc(F)c1)C(=O)c1ccccc1OCC(=O)Nc1cccc(C(F)(F)F)c1	.	0	.	-1%	3.7%	9	.	.	7	.	2
10	O=C(NCCN1C(=O)CSC1=O)c1ccccc1	0%	-9	7	1%	0.0%	-4	-4%	-3%	9	15%	-2
11	CCOC(=O)C1=C(C)NC(=S)NC1c1ccc(OCC(=O)N2CCCCC2)cc1 (stereo unspecified)	2%	-4	2	2%	-0.3%	-2	0%	2%	13	5%	4
12	CCCCCC/C=C/c1ccc(OC)c([C@H]2[C@H]3C=CC[C@@H](C)[C@@H]3C(=O)N2Cc2ccccc2)c1	1%	.	3	7%	-1.0%	-4	8%	-1%	.	.	15
13	O=C(NC1=NCCS1)c1ccccc1OCc1ccc(F)cc1	-1%	6	1	2%	0.4%	9	-4%	3%	10	-10%	-7
14	Cc1cc(NC(=O)CSc2nc3sc4c(c3c(=O)n2C)CCCC4)no1	10%	-16	0	4%	-0.1%	-2	-1%	-8%	-5	1%	7
15	CC(=Nc1ccccc1)Nc1ccccc1	-3%	-6	0	2%	-1.0%	1	-5%	3%	6	-1%	-7

Next part.
no.	compound	GALK inh	KCNH2 WT inh	FBPA coupling cs	USP2a block	B2AR arrestin	TRPV1 agonist	PKM2 act	MLL CXXC-DNA inh	KCNH2 3.1 inh	Menin-MLL TR inh	Giardia kill
16	Cc1nnc2c(NCCc3ccccc3)nc3ccccc3n12	-2%	6	1	-1%	-0.4%	4	.	12%	1	7%	40[activator]
17	Cc1cc(=O)oc2c(CN3CCCCC3)c(O)c(Cl)cc12	0%	-3	-2	-2%	-0.2%	-5	10%	1%	-31	0%	-15
18	O=C(COC(=O)CCC(=O)c1ccc(Cl)cc1)NCCc1ccccc1	-1%	20	3	-7%	0.4%	2	14%	-3%	21	?	3
19	Cc1cccc(N2CCN(C(=O)c3cc4c(=O)n(C)c5ccccc5c4n3C)CC2)c1C	3%	-16	1	0%	0.2%	-1	-10%	2%	-2	-13%	-26
20	CSc1nc(Oc2ccc3ccccc3c2)c2sccc2n1	0%	5	-7	-1%	0.2%	-1	4%	1%	-23	3%	3
21	O=C(NCc1ccc(N2CCCC2=O)cc1)c1cnccn1	2%	3	3	1%	-0.2%	-4	0%	7%	7	0%	14
22	c1ccc(Cn2c(NCc3ccccn3)nc3ccccc32)cc1	7%	3	1	2%	-0.5%	-1	11%	23%	1	9%	-5
23	CC(=O)Nc1ccc(NC(=O)CSc2ccc(-c3ccc(-n4ccnc4)cc3)nn2)cc1	.	-4	.	1%	0.0%	-5	.	.	7	.	-11
24	O=C(NCC(c1ccco1)N1CCCCC1)c1cccs1 (stereo unspecified)	.	14	.	3%	-0.4%	.	.	.	-19	.	2
25	O=C(CSc1cccc[n+]1[O-])c1ccccc1Br	11%	24	2	1%	?	3	0%	4%	10	0%	-22
26	COc1ccc(CNC(=O)C/C(C)=N/NC(=O)c2cnccn2)cc1	1%	-3	-1	0%	-0.3%	15	11%	2%	-2	?	-26
27	NNC(=O)c1cc(Cl)ccc1Cl	0%	-1	-3	-7%	0.1%	1	4%	8%	-9	-13%	7
28	Cc1ccccc1OCC(=O)Nc1ccc2oc(=O)ccc2c1	1%	-24	4	-1%	-0.6%	27	0%	-3%	6	-26%	7
29	CC[n+]1c(S(=O)(=O)[O-])ccc2ccc(C)cc21	2%	9	0	0%	-0.3%	8	-2%	-18%	9	-12%	6
30	COCCCNC(=O)c1ccccc1NS(C)(=O)=O	0%	-17	2	-1%	0.0%	7	6%	-1%	-6	-6%	7

Next section:
no.	compound	GALK inh	KCNH2 WT inh	FBPA coupling cs	USP2a block	B2AR arrestin	TRPV1 agonist	PKM2 act	MLL CXXC-DNA inh	KCNH2 3.1 inh	Menin-MLL TR inh	Giardia kill
31	O=C(COC(=O)c1ccc2c(c1Cl)C(=O)c1ccccc1C2=O)NC1CC1	-2%	-6	-20	0%	-0.5%	11	2%	4%	-8	-18%	-10
32	CCOC(=O)c1c(C)[nH]c(C)c1C(=O)CSc1nc2ccccc2n1CCC#N	-4%	0	3	1%	-0.4%	-5	6%	12%	11	2%	-3
33	COc1ccc(NC(=O)C2CCN(S(=O)(=O)c3ccc(Br)s3)CC2)cc1OC	.	2	2	1%	-2.0%	?	6%	2%	1	14%	5
34	CC1CCC2(CC1)NC(=O)N(NC(=O)c1cc3ccccc3o1)C2=O (stereo unspecified)	.	-2	.	0%	0.1%	-2	.	.	-3	.	-10
35	COc1ccc(C(=O)CSc2nnc(COc3ccc(C#N)cc3)n2-c2ccccc2)cc1	3%	1	3	2%	-0.2%	1	0%	-3%	-13	?	4
36	CC1CCN(C(=O)c2ccc(NC3=C(Cl)C(=O)N(Cc4ccccc4)C3=O)cc2)CC1	.	-8	.	2%	-0.5%	?	.	.	-12	.	2
37	CC(C)[C@H]1CN=C2N(CCNC(=O)CCC3CCCCC3)[C@H](Cc3ccc(O)cc3)CN21	2%	0	4	-2%	2.9%	3	-4%	-17%	0	11%	-17
38	O=C(Nc1cccc(C(F)(F)F)c1)c1ccc(N2CCNCC2)c([N+](=O)[O-])c1	0%	-11	-2	3%	-0.4%	4	4%	2%	-20	?	8
39	COc1ccc(-c2cc3c(=O)n(CC(=O)Nc4ccc(C(C)=O)cc4)ncn3n2)cc1	1%	23	.	-2%	0.2%	0	.	-2%	30	.	-23
40	COCCn1c(SCc2cc(=O)n3cc(C)ccc3n2)nc2ccccc2c1=O	-1%	.	0	-1%	0.4%	-3	1%	11%	.	1%	.
41	COCCCn1c(=O)/c(=C\c2ccccc2OC(F)F)s/c1=C(/C#N)C(=O)NCCOC	1%	6	-3	9%	-0.5%	28	-1%	4%	11	.	15
42	Cc1ccc(-c2c(C)c(-c3ccc(F)cc3)nc(N)c2C#N)o1	4%	4	0	2%	0.3%	-3	0%	6%	4	-1%	-8
43	CCn1c(SCCC(=O)O)nnc1-c1cccnc1	1%	7	0	-1%	-0.5%	-4	0%	-1%	6	0%	14
44	Cc1nc(SCC(=O)Nc2ccc(N3CCOCC3)cc2)nc(C)c1C	-3%	-7	-10	-2%	0.5%	1	9%	?	49	1%	-11
45	CCOC(=O)c1c(NC(=O)CSc2nnnn2-c2ccccc2)sc2c1CC(C)(C)NC2(C)C	6%	10	-1	-3%	-0.5%	14	1%	?	-41	?	6
46	COCCNC(=O)C1CCCN(c2nn3c(=O)cc(C)nc3s2)C1 (stereo unspecified)	1%	7	-3	3%	-1.1%	-7	15%	-1%	7	-9%	-17
47	NNC(=O)CSc1nc(-c2ccccc2)nc2c1CCCC2	-1%	-5	1	1%	-0.3%	-5	4%	-4%	-5	2%	-8
48	CCCCNC(=O)NCCN1CCOCC1	-1%	-1	-1	4%	-0.2%	-3	2%	6%	3	.	-10

High-throughput results deposited in PubChem BioAssay by National Center for Advancing Translational Sciences (NCATS).
